# Screening results deposited in PubChem BioAssay by Sanford-Burnham Center for Chemical Genomics.
# NALP3 yeast inh: blocks the NALP3 inflammasome reconstituted in yeast. hit rate 0.39% among 330,000. inhibition, % at 10 µM. Yeast reconstituted NLRP3/ASC/caspase-1, beta-gal luminescence, 24 h;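 active = inhibition of 50% or more; inactive = inhibition below 50%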;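 note: plate controls were induced DMSO wells for no effect and uninduced yeast grown without galactose for full effect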
# mIAP act: increases mouse intestinal alkaline phosphatase activity; muIAP, CDP-Star luminescence, 30 min; active compounds read high; 1 = vehicle-only enzyme signal, 0 = enzyme-free wells; activation factor at 10 µM; hit rate 0.24% among 330,000;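 active = activation factor of at least 2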; note: the source names both 10 and 20 µM as test concentration; values of inactives mirror those of a sister screen read the other way
#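 also added = chemiluminescent substrate CDP-Star | test system = mouse IAP enzyme | signal = chemiluminescence readout | compound = DMSO-dissolved test compounds | incubation = 30 min at room temperature | benchmarks = DMSO wells, no-enzyme wells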
# tim10-1 inh: growth inhibitors of tim10-1 mutant yeast. S. cerevisiae tim10-1 ts strain growth, BacTiter-Glo, 24 h. inhibition, % at 20 µM. hit rate 2.2% among 330,000. AID 463190;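 active = inhibition of at least 40%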;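 note: mutant grown at 25 °C; 0% = DMSO wells with yeast and 100% = wells holding no yeast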
# hIAP block: blocks human intestinal alkaline phosphatase. P09923. purified IAP, CDP-Star luminescence, 30 min. inhibition, % at 10 µM. hit rate 0.12% among 330,000;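 active = inhibition reaching a set limit with compound at 10 µM in the primary screen, cut at about 35% in these data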;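 note: plate controls were DMSO wells with enzyme for no effect and no-enzyme buffer wells for full effect; values of inactives mirror those of a sister screen read the other way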
# mIAP inh: mouse IAP inhibition | purified mouse IAP, CDP-Star luminescence, 30 min | inhibition, % at 10 µM | AID 2806 | hit rate 0.2% among 330,000;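 active = inhibition of at least 40% at 10 µM in the primary screen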;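 note: plate controls were DMSO with enzyme for no effect and no enzyme wells for full effect; values of inactives mirror those of a sister screen read the other way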
# hIAP act: increases human intestinal alkaline phosphatase activity. hit rate 0.16% among 330,000. purified human IAP, CDP-Star luminescence, 30 min; active compounds read high; 1 = vehicle-only enzyme, 0 = enzyme-free background. AID 2524. activation factor at 10 µM. P09923;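 active = activation factor of the enzyme at least 2-fold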; note: the source names both 10 and 20 µM as test concentration; values of inactives mirror those of a sister screen read the other way
# Apaf-1 inh: inhibitors of human Apaf-1 apoptosome. O14727. reconstituted apoptosome caspase-3 activity, DEVD-Rh110 fluorescence. hit rate 0.71% among 330,000. inhibition, % at 20 µM; active = inhibition of at least 40% at 20 µM;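 note: plate controls were DMSO wells for no effect and DEVD-CHO caspase inhibitor wells for full effect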
# Target sequence (O14727 whole entry, looked up): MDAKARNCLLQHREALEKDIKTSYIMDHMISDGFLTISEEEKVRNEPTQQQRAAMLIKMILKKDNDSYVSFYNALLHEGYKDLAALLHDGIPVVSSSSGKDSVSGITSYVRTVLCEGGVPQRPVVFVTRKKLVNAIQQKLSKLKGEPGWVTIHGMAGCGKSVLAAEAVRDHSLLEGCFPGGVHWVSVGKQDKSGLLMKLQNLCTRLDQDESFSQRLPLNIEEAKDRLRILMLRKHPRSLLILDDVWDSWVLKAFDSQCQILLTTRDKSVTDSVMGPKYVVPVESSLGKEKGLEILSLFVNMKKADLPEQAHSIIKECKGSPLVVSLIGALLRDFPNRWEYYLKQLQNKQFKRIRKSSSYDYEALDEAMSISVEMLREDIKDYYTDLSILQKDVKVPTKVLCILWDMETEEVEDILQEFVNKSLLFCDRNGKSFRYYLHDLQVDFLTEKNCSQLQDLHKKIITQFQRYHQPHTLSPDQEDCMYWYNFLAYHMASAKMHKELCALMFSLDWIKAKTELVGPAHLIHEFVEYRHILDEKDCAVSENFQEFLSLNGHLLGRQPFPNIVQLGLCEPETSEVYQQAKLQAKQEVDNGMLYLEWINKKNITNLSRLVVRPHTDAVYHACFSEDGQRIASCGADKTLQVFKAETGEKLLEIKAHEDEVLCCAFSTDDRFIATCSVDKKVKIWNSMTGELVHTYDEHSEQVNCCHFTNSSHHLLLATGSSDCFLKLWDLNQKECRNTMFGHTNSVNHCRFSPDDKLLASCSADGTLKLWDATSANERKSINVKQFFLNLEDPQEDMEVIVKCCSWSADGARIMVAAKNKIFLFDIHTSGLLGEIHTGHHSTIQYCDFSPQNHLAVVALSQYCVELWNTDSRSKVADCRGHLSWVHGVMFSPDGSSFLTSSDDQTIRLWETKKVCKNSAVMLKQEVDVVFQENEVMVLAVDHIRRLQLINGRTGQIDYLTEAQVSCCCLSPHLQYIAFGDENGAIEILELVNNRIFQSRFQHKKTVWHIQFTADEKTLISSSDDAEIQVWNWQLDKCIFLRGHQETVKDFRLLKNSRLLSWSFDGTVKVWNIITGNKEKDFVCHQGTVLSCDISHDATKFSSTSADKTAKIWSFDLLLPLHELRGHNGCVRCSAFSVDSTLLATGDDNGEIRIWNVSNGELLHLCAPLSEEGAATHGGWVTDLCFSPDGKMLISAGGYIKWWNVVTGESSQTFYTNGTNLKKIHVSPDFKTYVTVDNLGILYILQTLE
#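 Material: reconstituted apoptosome with Apaf-1, cytochrome c, caspase-9, procaspase-3, dATP / Buffer or medium: pH 7.5 Hepes buffer with CHAPS, BSA, DTT / Also added: cytochrome c with DEVD-Rh110 / Schedule: compound with Apaf-1, dATP, procaspase-3 30 min, then 50 min reaction, room temperature / Technique: rhodamine 110 fluorescence at Ex 480/Em 540 nm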
# TIM10 inh: TIM10 yeast growth inhibition. S. cerevisiae TIM10 strain growth, BacTiter-Glo luminescence, 24 h. inhibition, % at 10 µM. hit rate 1.4% among 330,000;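 active = inhibition of 40% or more at the single tested concentration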;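 note: wild-type TIM10 isogenic control strain grown at permissive 25 °C; 0% = DMSO yeast wells and 100% = minimal medium wells without yeast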
# ATG4B inh: inhibitors of human ATG4B cysteine protease. Q9Y4P1. ATG4B cleavage of LC3-PLA2, NBD-HPC fluorescence, 1 h. inhibition, % at 8.33 µM. hit rate 0.51% among 340,000; in the data active = inhibition above about 40%
# Numbers without * were called inactive.
SMILES,NALP3 yeast inh,mIAP act,tim10-1 inh,hIAP block,mIAP inh,hIAP act,Apaf-1 inh,TIM10 inh,ATG4B inh
Cc1ccc(S(=O)(=O)NC(=O)Nc2nnc(C)s2)cc1,2,0.99,2,-2,1,1,-5,1,7
O=C(CN1C(=O)NC2(CCCCC2)C1=O)NCCC1=CCCCC1,10,0.97,-4,-41,3,1.4,-13,-7,4
Cc1ccnc2nc(NC(=O)c3ccco3)nn12,6,0.93,9,-20,7,1.2,-7,4,-2
N#CCc1ccc(OC(=O)Nc2ccccc2)cc1,10,1,-12,-1,-2,1,-3,7,-2
CC(NCc1ccc(F)cc1)C(=O)NC1CCCCC1 (centres undefined),9,0.94,10,-2,6,1,-8,-7,-13
CC1=C(C(=O)Nc2ccc(C)cn2)C(c2cnn(C)c2)C2=C(CCCC2=O)N1 (centres undefined),9,0.95,-7,-1,5,1,-12,1,4
O=C(COC(=O)c1cc(=O)[nH]c(=O)[nH]1)Nc1cccc(S(=O)(=O)N2CCCCC2)c1,4,0.98,10,-7,2,1.1,-3,-11,-1
CCOc1ccc(/C=C/C(=O)Nc2ccccc2C(F)(F)F)cc1,12,0.92,5,1,8,0.99,-2,6,15
O=C(Cc1ccc(F)cc1)Nc1ccc2[nH]ncc2c1,-1,1.1,16,-6,-8,1.1,-6,1,0
COc1cc(OC)c(N(C)S(=O)(=O)c2cccc(C(=O)OCC(=O)c3c[nH]c4ccccc34)c2)cc1Cl,5,0.96,9,9,4,0.91,-11,4,-5
CCOc1ccc(N2CC(C(=O)Nc3nnc(Cc4ccccc4)s3)CC2=O)cc1 (centres undefined),8,0.86,15,-5,14,1,12,13,2
COc1ccc(CCNC(=O)CCc2cn(C)c3ccccc23)c(OC)c1,24,0.93,17,-3,7,1,6,-7,-3
Cc1cc(NC(=O)COc2ncnc3sc(C)c(C)c23)no1,-1,1.1,-32,-1,-14,1,-4,-8,-6
O=C(CCNC(=O)c1ccco1)Nc1cccc(Br)c1,-15,0.99,-16,-4,1,1,-9,-5,-8
CN1CCc2nc3ccccc3c(C(=O)OCC(=O)N(CCC#N)c3ccccc3)c2C1,3,0.98,7,3,2,0.97,6,8,-35
O=C(CN(c1ccc([N+](=O)[O-])cc1)S(=O)(=O)c1ccccc1)N1CCCCC1,2,0.97,26,-6,3,1.1,7,-3,12
COc1cccc(CNC(=O)c2ccc(CS(=O)(=O)Cc3ccccc3C)o2)c1,7,0.97,0,3,3,0.97,3,-2,3
COc1ccc(CCCC(=O)NCc2ccccc2)cc1C,42,1,11,8,-1,0.93,-6,6,1
O=C(Nc1cccc(Cl)c1N1CCOCC1)c1ccc([N+](=O)[O-])o1,-1,0.97,30,4,3,0.96,3,40,3
CCOC(=O)c1ccc(-c2ccc(C3Nc4ccccc4C(=O)N3O)o2)cc1 (centres undefined),7,0.93,16,-21,7,1.2,11,1,5
COCc1cc(C)nc(SCc2ccc([N+](=O)[O-])cc2)c1C#N,24,1.1,10,4,-10,0.96,16,-6,3
COc1cc(C(=O)N(CCc2ccccc2)C2CC3CCC(C2)N3C)cc(OC)c1OC (centres undefined),2,1,-25,13,-5,0.87,-6,-10,-9
CC1(C)CC(=O)C=C(Nc2ccc(F)cc2)C1,16,1,-7,-5,-1,1.1,-29,-3,-9
C[C@H](CO)N1C[C@H](C)[C@@H](CN(C)S(C)(=O)=O)Oc2ccc(NC(=O)C3CCCCC3)cc2C1=O,5,0.97,14,7,3,0.93,-2,1,3
CCc1c(O)nc(SCC(=O)Nc2ccc(C)cc2)n(C2CCCCC2)c1=O,17,0.79,1,-26,21,1.3,-5,5,1
C/C(=C\C(=O)C(F)(F)F)Nc1ccc(C)cc1,6,0.97,2,2,3,0.98,-3,1,-3
CC(C)[C@H](NC(=O)c1ccccc1)C(=O)OCC(=O)NCc1ccc2c(c1)OCO2,6,0.99,2,-7,1,1.1,4,5,-4
Cn1ccc(C(=O)OCC(=O)Nc2ccccc2Cl)n1,19,1.1,0,-2,-8,1,6,-11,-9
COC(=O)c1ccc2c(c1)NC(=O)C1CCCN21 (centres undefined),16,0.9,0,8,10,0.92,2,-11,-9
COc1cc(/C=C/C(=O)OCC(=O)Nc2oc(C)c3c(C)n[nH]c(=O)c23)ccc1OC(F)F,9,0.94,-13,6,6,0.94,7,-32,10
CC(=O)Nc1nc(SCCCc2ccccc2)n[nH]1,-2,1.1,5,-20,-12,1.2,-4,3,6
Cc1cccc2sc(NC(=O)CN(C)S(=O)(=O)c3ccc(Br)s3)nc12,20,1,6,-14,-4,1.1,10,19,-1
CC(=O)c1ccc(NC(=O)Nc2sc(NS(=O)(=O)c3ccccc3)nc2C)cc1,-1,0.8,2,-1,20,1,3,-1,-11
CCOC(=O)c1c(C)nc2ccccn12,-5,1.1,4,17,-11,0.83,0,-1,3
COc1ccc(C(=O)Nc2ccc(S(=O)(=O)Nc3cnc4ccccc4n3)cc2)cc1,16,0.97,8,4,3,0.96,-7,-1,-11
Cc1ccc(S(=O)(=O)N2CCN(C(=O)COC(=O)c3ccc([N+](=O)[O-])o3)CC2)c(C)c1,14,1,29,-2,-2,1,59*,10,-45
COc1ccc2c(c1)C(=NNc1ccc(C(=O)O)cc1)c1cc(OC)ccc1-2,14,0.85,15,14,15,0.86,18,1,18
CCS(=O)(=O)CCSC1OC(COC(C)=O)C(OC(C)=O)C(OC(C)=O)C1OC(C)=O (centres undefined),-6,1.1,6,-17,-9,1.2,-7,14,-16
COC(=O)c1sc(S(=O)(=O)NCCC(=O)O)c(C(=O)OC)c1C,7,1,-2,-13,-4,1.1,5,-10,-4
Cc1c(C(C)C[C@H](C)O)oc(=O)c2c1Oc1c(C)c(C(C)C[C@H](C)O)oc(=O)c1C2 (some centres undefined),10,1,-5,3,0,0.97,-8,-1,1
CC1CN(C(=O)CCCN2C(=O)c3ccccc3C2=O)CC(C)O1 (centres undefined),13,1,11,3,0,0.97,-3,1,4
Cc1nn(-c2ccccc2)nc1CNC(=O)C(C)Cc1ccccc1 (centres undefined),12,1,0,-4,0,1,6,-8,-12
C=CCNC(=S)N/N=C/c1ccc(-c2ccc(Cl)cc2Cl)o1,14,0.87,31,-9,13,1.1,-1,22,-1
COc1ccc(Cn2nnc(C(=O)Nc3ccc(F)cc3)c2N)cc1,17,1,-4,17,-3,0.83,-7,-8,-1
COc1ccccc1CNC(=O)CCCN1C(=O)NC2(CCCC2)C1=O,15,0.89,6,8,11,0.92,0,3,-6
O=C(O)CCn1nnc(-c2cccs2)n1,20,1,5,-103,-4,2*,-5,-4,15
CC1(C)CC(CCNC(=O)c2ccc(-n3cnnn3)cc2)CC(C)(C)N1,9,0.91,-17,15,10,0.85,-9,-6,-1
COC(=O)C1CCN(C2=C(NS(=O)(=O)c3ccc(Cl)cc3)C(=O)c3ccccc3C2=O)CC1,5,1.1,29,20,-9,0.8,39,28,-5
N#Cc1ccc(Oc2cccc(C(=O)O)c2)cc1C#N,0,1,14,-6,0,1.1,13,5,-5
Nc1c(C(=O)Nc2ccccc2F)sc2nc(-c3ccco3)ccc12,9,0.53,18,8,48*,0.92,16,41*,47*
OC(COc1cccc2ccccc12)CN1CCN(c2ccccc2)CC1 (centres undefined),38,1,-22,10,0,0.9,24,-8,-12
CN(C(=O)c1ccc(NC(=O)Cc2ccc(NC(=O)C3CCN(C(=O)CCc4ccccc4)CC3)cc2)cc1)C1CC1,16,1.1,3,-15,-11,1.1,6,1,-12
COc1ccc2c(c1)[C@H]1[C@H](CO2)[C@H](c2ccccc2)[C@]2(C)C(=O)Nc3ccc(F)cc3C(=O)N12,7,1.2,17,2,-16,0.98,17,13,3
O=C1C2CCCN2C(c2ccc(F)cc2)N1c1nccs1 (centres undefined),5,0.94,1,-2,6,1,-3,2,-15
O=[N+]([O-])c1cc(S(=O)(=O)NC2=NCCCCC2)ccc1NCC1CCCCC1,14,0.93,14,17,7,0.83,21,2,7
COc1cc(CNCc2ccc(Br)cc2)cc(OC)c1,30,0.96,18,-8,4,1.1,9,11,8
COC(=O)c1ccc(C(=O)OC)c(NC(=O)CN2CCN(c3ccc(OC)cc3)CC2)c1,8,1.1,21,5,-9,0.95,5,-2,-4
CCOC(=O)C(=O)Nc1ccc(OC)c(Cl)c1,13,0.95,0,-5,5,1,-8,5,9
O=C(O)c1ccc(CS(=O)(=O)c2cccc(C(F)(F)F)c2)o1,-10,0.98,-4,0,2,1,-3,6,5
Fc1cccc(NCCc2c[nH]c3ccccc23)n1,32,0.98,-100,13,2,0.87,6,-33,11
# Next results.
SMILES,NALP3 yeast inh,mIAP act,tim10-1 inh,hIAP block,mIAP inh,hIAP act,Apaf-1 inh,TIM10 inh,ATG4B inh
O=C(c1c[nH]c2ccccc12)C(Cl)c1ccccc1 (centres undefined),33,0.98,31,4,2,0.96,13,35,0
CC(C)(C)n1nnnc1C(c1ccc(Cl)cc1)N(Cc1cccnc1)Cc1ccco1 (centres undefined),4,0.97,33,2,2,0.98,24,33,-8
O=S(=O)(c1ccc(NCCOc2ccccc2)nc1)N1CCCC1,-8,1.1,24,10,-7,0.91,0,26,-7
CC(=NC1CC1)c1c(-c2ccccc2)[nH]n(-c2nc3ccccc3s2)c1=O,17,0.86,53*,25,14,0.75,2,64*,-13
CC(C)Cc1ccc(C(C)C(N)=NCCc2ccccc2)cc1 (centres undefined),19,1.2,12,-49,-20,1.5,7,-15,1
Cc1ccc(NC(=O)COC(=O)CCNS(=O)(=O)c2c(Cl)cccc2Cl)cc1,-13,0.97,-6,-8,3,1.1,-2,-10,-3
CC(=O)NC(CCS(C)(=O)=O)C(=O)Nc1ccc2c(c1)OCCO2 (centres undefined),1,0.97,3,9,3,0.91,-34,1,4
Cc1nnc(SCc2ccc(Cl)cc2Cl)[nH]c1=O,12,0.94,12,9,6,0.91,10,1,-5
COc1cccc(C=O)c1OCCN1C(=O)c2ccccc2C1=O,-17,0.97,13,5,3,0.95,5,24,17
Cn1nc(C(=O)NCc2cccc(Cl)c2)c2c1-c1ccccc1S(=O)(=O)C2,12,1,0,-12,-3,1.1,8,-1,2
Cc1ccc(NC(=O)Nc2cccc(F)c2)nc1,38,1.1,7,8,-10,0.92,5,8,3
CC(=O)Nc1nc2c(F)cccc2s1,7,0.98,4,10,2,0.9,-1,3,-9
COc1ccc2cc3c(N)nn(C(=O)Cc4c[nH]c5ccccc45)c3nc2c1,-7,1.1,4,4,-14,0.96,-2,6,-3
O=C(O)C1C2C=CC(C2)C1C(=O)NCc1cccs1 (centres undefined),14,1.1,-9,0,-8,1,-10,-2,-2
COc1ccccc1N1CCN(C(=O)c2ccc(NS(=O)(=O)c3ccc(C)cc3)cc2)CC1,19,0.95,19,-7,5,1.1,18,18,-12

# Molecules from the list above containing a CF3 group (three):
SMILES,NALP3 yeast inh,mIAP act,tim10-1 inh,hIAP block,mIAP inh,hIAP act,Apaf-1 inh,TIM10 inh,ATG4B inh
CCOc1ccc(/C=C/C(=O)Nc2ccccc2C(F)(F)F)cc1,12,0.92,5,1,8,0.99,-2,6,15
C/C(=C\C(=O)C(F)(F)F)Nc1ccc(C)cc1,6,0.97,2,2,3,0.98,-3,1,-3
O=C(O)c1ccc(CS(=O)(=O)c2cccc(C(F)(F)F)c2)o1,-10,0.98,-4,0,2,1,-3,6,5
